Screening data from PubChem.
PHOSPHO1 block – blocks human PHOSPHO1 phosphatase activity. Q8TCT1. recombinant PHOSPHO1, absorbance phosphatase assay. inhibition, % at 13.3 µM. 290,000 tested, 1.1% active. AID 1565; in the data active = inhibition above about 60%
Target sequence (Q8TCT1 whole entry, looked up): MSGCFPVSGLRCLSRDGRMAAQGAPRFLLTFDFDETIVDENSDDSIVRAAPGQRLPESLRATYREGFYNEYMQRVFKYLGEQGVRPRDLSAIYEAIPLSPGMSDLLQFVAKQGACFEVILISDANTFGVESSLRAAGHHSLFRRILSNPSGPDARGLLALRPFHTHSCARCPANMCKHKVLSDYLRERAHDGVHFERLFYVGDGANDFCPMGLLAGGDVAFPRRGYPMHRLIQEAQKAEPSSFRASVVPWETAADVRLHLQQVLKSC
GPR7 antag – blocks human GPR7 receptor signaling; P48145; GPR7-expressing cells, fluorescence antagonist assay; inhibition, % at 4.4 µM; 290,000 tested, 1.1% active; AID 1861; in the data active = inhibition above about 16%, passing the limit was not always enough;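 also: cells stimulated with the agonist NPW; 0% = agonist with vehicle and 100% = vehicle without agonist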
GalR3 antagonist – antagonists of human GalR3; O60755; HEK293 GalR3-CNG cAMP membrane potential fluorescence; galR3 body fused to GalR1 C-terminus; inhibition, % at 3 µM; 360,000 tested, 0.44% active;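 active = inhibition above the screen-wide average plus 3 SD, cut at about 13% in these data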;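 also: forskolin and galanin both at EC90 stimulate the cells; cAMP rise reported by CNG channel membrane potential dye signal; 0% = forskolin plus galanin with DMSO and 100% = forskolin alone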
FID counter – displaces DNA intercalator in HCV helicase counter-screen; DNA fluorescent intercalator displacement, fluorescence; inhibition, % at 7.9 µM; 290,000 tested, 0.17% active; AID 1845; in the data active = inhibition above about 37%;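 also: 0% = vehicle and 100% = reference compound; higher means more ethidium bromide displaced from hairpin DNA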
V1R ag counter – counter-screen for oxytocin receptor agonists: human V1a receptor agonists; CHO-V1R cells, Fluo-8 calcium fluorescence, agonist mode; 0% DMSO, 100% 3 nM vasopressin; activation, % at 3 µM; 320,000 tested, 0.25% active; AID 2797;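 active = activation above the mean activation of all tested compounds plus 3 SD, per screening run, cut at about 20% in these data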;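 also: signal is peak over basal fluorescence ratio across a 100 second FLIPR read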
Target sequence (P37288 whole entry, looked up): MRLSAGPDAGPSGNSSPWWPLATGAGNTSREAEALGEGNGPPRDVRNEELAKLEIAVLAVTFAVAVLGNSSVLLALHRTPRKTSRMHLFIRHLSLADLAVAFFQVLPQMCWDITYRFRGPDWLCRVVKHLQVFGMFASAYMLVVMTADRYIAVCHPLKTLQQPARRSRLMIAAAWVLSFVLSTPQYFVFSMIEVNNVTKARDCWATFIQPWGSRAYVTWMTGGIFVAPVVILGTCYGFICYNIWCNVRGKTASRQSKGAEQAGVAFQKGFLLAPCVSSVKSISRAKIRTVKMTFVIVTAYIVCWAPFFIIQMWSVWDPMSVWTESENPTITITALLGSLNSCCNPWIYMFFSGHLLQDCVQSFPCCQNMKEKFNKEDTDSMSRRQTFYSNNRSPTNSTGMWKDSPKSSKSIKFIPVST
VIM-2 inh – inhibitors of Pseudomonas aeruginosa VIM-2 metallo-beta-lactamase; purified VIM-2, nitrocefin hydrolysis, epi-absorbance fluorescence; 290,000 tested, 0.89% active; inhibition, % at 5.6 µM;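 active = inhibition above the mean of all tested compounds plus 3 SD, cutoff set per screening run, cut at about 7.5% in these data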;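 also: red hydrolysis product quenches plate fluorescence so inhibitors raise well fluorescence; 0% = enzyme with DMSO and 100% = DMSO without enzyme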
OXTR ag – activates the human oxytocin receptor; CHO-OTR cells, Fluo-8 calcium fluorescence; normalized: DMSO 0%, oxytocin 100%; activation, % at 3 µM; 320,000 tested, 0.32% active; P30559;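 active = activation above the mean of all tested compounds plus 3 SD, cutoff set per screening run, cut at about 20% in these data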;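 also: peak over basal fluorescence ratio from a 100 s FLIPR kinetic read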
Target sequence (P30559 whole entry, looked up): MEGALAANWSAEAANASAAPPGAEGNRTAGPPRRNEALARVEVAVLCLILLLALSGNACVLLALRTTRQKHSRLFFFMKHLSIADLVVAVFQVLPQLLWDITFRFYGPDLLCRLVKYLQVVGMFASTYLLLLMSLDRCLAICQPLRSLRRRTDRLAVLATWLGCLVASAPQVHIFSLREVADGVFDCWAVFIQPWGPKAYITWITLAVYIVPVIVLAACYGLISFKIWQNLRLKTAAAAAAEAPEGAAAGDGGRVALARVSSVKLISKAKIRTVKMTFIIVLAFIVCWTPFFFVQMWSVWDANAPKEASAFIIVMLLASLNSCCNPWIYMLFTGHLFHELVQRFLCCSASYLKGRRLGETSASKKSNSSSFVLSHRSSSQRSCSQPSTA
IMP-1 inh – blocks Pseudomonas aeruginosa IMP-1 metallo-beta-lactamase; purified IMP-1, nitrocefin hydrolysis, epi-absorbance fluorescence; inhibition, % at 5.6 µM; 290,000 tested, 0.45% active; AID 1556;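 active = inhibition above the mean plus 3 SD of all compounds in the same screening run, cut at about 4.5% in these data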;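 also: 0% = IMP-1 with DMSO and 100% = DMSO wells lacking enzyme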
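Assay system: purified recombinant IMP-1 beta-lactamase. Input: IMP-1 0.2 nM before substrate addition. Buffer or medium: Zinc- and detergent-supplemented HEPES buffer, pH 7.1. Schedule: 25 °C, 15 min preincubation, 25 min reaction. Signal: Epi-absorbance fluorescence, 480 nm excitation, 530 nm emission. Evaluation: percent inhibition from optical density relative to buffer-blank wells.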
HCV NS3 hel inh – HCV NS3 helicase inhibition | NS3 helicase DNA unwinding, Cy5 molecular beacon fluorescence | inhibition, % at 10.9 µM | 290,000 tested, 0.56% active;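 active = inhibition above the mean of all tested compounds plus 3 SD, set per campaign, cut at about 35% in these data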;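 also: 0% = DMSO wells and 100% = thioflavine S control wells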
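System: HCV NS3 helicase fragment; control set: DMSO and thioflavine S; technique: Cy5 fluorescence at 0 and 60 min, beacon hairpin quenching; reagent: beacon DNA duplex substrate plus ATP; replicates: singlicate; schedule: 1 h reaction at 25 °C, ATP-initiated; medium: MOPS buffer pH 6.5 with MgCl2, DTT, Tween20, BSA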
* hit, by the source's call.

What do the screens show for `COc1cccc(CNc2nc3nc(C)cc(C)n3n2)c1`?
PHOSPHO1 block: 2; GPR7 antag: 6; GalR3 antagonist: -4; FID counter: -6; V1R ag counter: -0.2; VIM-2 inh: -1.4; OXTR ag: 0.7; IMP-1 inh: -2.5; HCV NS3 hel inh: 3

How did O=C(CCC1CC(=O)Nc2ccccc21)NCc1ccccc1 (stereo not given) do in these assays?
PHOSPHO1 block: 4; GPR7 antag: 3; GalR3 antagonist: -6; FID counter: -9; V1R ag counter: -0.9; VIM-2 inh: -3.9; OXTR ag: -0.8; IMP-1 inh: -2.9; HCV NS3 hel inh: 5

How did C/C(=N\NC(=O)c1cc(C)nc2ccccc12)c1ccco1 do in these assays?
PHOSPHO1 block: 34; GPR7 antag: 0; GalR3 antagonist: -5; FID counter: -8; V1R ag counter: 1.9; VIM-2 inh: -2.4; OXTR ag: -0.3; IMP-1 inh: -3.8; HCV NS3 hel inh: 16

Results for O=C(c1cc(COc2cccc(C(F)(F)F)c2)on1)N1CCSCC1 ?
PHOSPHO1 block: 48; GPR7 antag: 3; GalR3 antagonist: -2; FID counter: -33; V1R ag counter: 1.1; VIM-2 inh: -1.8; OXTR ag: -0.5; IMP-1 inh: -1.4; HCV NS3 hel inh: -8

What do the screens show for `Cc1ccc(Cl)c(OC(=O)c2ccc(N3CCOCC3)c([N+](=O)[O-])c2)c1`?
PHOSPHO1 block: -3; GPR7 antag: -15; GalR3 antagonist: -1; FID counter: -5; V1R ag counter: 0.3; VIM-2 inh: -3.5; OXTR ag: 0.7; IMP-1 inh: -1.9; HCV NS3 hel inh: 32

Results for Cc1ccc(NCc2nnc(SCC(=O)N3CCCCC3)n2CC2CCCO2)c(C)c1 (stereo not given) ?
GPR7 antag: 11; GalR3 antagonist: -3; FID counter: -32; V1R ag counter: 0.0; VIM-2 inh: -1.2; OXTR ag: -0.5; IMP-1 inh: -0.8; HCV NS3 hel inh: -5

Results for O=C(NCc1ccc2c(c1)OCO2)c1c[nH]c2ccc(S(=O)(=O)N3CCOCC3)cc2c1=O ?
PHOSPHO1 block: 4; GPR7 antag: -11; GalR3 antagonist: -5; FID counter: 7; V1R ag counter: 0.3; VIM-2 inh: -2.9; OXTR ag: -0.1; IMP-1 inh: -3.2; HCV NS3 hel inh: -7

Results for O=C(Nc1ccccc1)c1nnsc1S(=O)(=O)c1ccc(Cl)cc1 ?
PHOSPHO1 block: 25; GPR7 antag: 43*; GalR3 antagonist: 11; FID counter: 1; V1R ag counter: 1.1; VIM-2 inh: -4.1; OXTR ag: 1.1; IMP-1 inh: -0.7; HCV NS3 hel inh: -12

Results for CC1=C/C(=C/N(C)C)C(=O)O1 ?
PHOSPHO1 block: 44; GPR7 antag: -8; GalR3 antagonist: 5; FID counter: -1; V1R ag counter: 0.9; VIM-2 inh: -4.2; OXTR ag: -0.6; IMP-1 inh: -2.4; HCV NS3 hel inh: -2

Results for Cc1ccccc1OCC(=O)Nc1cccc(NC(=O)c2ccco2)c1 ?
PHOSPHO1 block: 56; GPR7 antag: -8; GalR3 antagonist: -4; FID counter: -23; V1R ag counter: 2.0; VIM-2 inh: -1.9; OXTR ag: -1.8; IMP-1 inh: 1.1; HCV NS3 hel inh: -1

What do the screens show for `COC(=O)CCCC1=CC2=CC(=O)C(C)(OC(=O)c3cccs3)C(=O)C2=CN1CCCOC(C)C` (stereo not given)?
PHOSPHO1 block: 0; GalR3 antagonist: 1; V1R ag counter: -0.5; OXTR ag: -0.1

Results for COc1ccc2cc(C(=O)NC3CCCCC3)c(=O)oc2c1 ?
PHOSPHO1 block: 28; GPR7 antag: -12; GalR3 antagonist: 5; FID counter: 0; VIM-2 inh: -3.2; IMP-1 inh: -3.6; HCV NS3 hel inh: 2

What do the screens show for `CCCc1[nH]n(-c2nc3ccccc3s2)c(=O)c1C=NCCN1CCOCC1`?
PHOSPHO1 block: 7; GPR7 antag: -14; GalR3 antagonist: -5; FID counter: -9; V1R ag counter: 0.5; VIM-2 inh: -3.6; OXTR ag: 0.5; IMP-1 inh: -2.0; HCV NS3 hel inh: 12

What do the screens show for `Cc1nn(-c2ccccc2)c2[nH]c(=O)c(CNCc3ccc4c(c3)OCO4)cc12`?
PHOSPHO1 block: 2; GPR7 antag: -5; GalR3 antagonist: -6; FID counter: 9; V1R ag counter: -0.5; VIM-2 inh: -2.6; OXTR ag: -2.1; IMP-1 inh: -1.4; HCV NS3 hel inh: -1

What do the screens show for `NNC(=O)c1nnn(-c2nonc2N)c1-c1cccs1`?
PHOSPHO1 block: -4; GPR7 antag: 4; GalR3 antagonist: -1; FID counter: -4; V1R ag counter: 1.2; VIM-2 inh: 1.1; OXTR ag: 1.1; IMP-1 inh: -1.8; HCV NS3 hel inh: 5

Random excerpt: 4 entries already listed.
Results for O=C(NCc1ccc2c(c1)OCO2)c1c[nH]c2ccc(S(=O)(=O)N3CCOCC3)cc2c1=O ?
PHOSPHO1 block: 4; GPR7 antag: -11; GalR3 antagonist: -5; FID counter: 7; V1R ag counter: 0.3; VIM-2 inh: -2.9; OXTR ag: -0.1; IMP-1 inh: -3.2; HCV NS3 hel inh: -7

Results for Cc1ccc(NCc2nnc(SCC(=O)N3CCCCC3)n2CC2CCCO2)c(C)c1 (stereo not given) ?
GPR7 antag: 11; GalR3 antagonist: -3; FID counter: -32; V1R ag counter: 0.0; VIM-2 inh: -1.2; OXTR ag: -0.5; IMP-1 inh: -0.8; HCV NS3 hel inh: -5

Results for O=C(Nc1ccccc1)c1nnsc1S(=O)(=O)c1ccc(Cl)cc1 ?
PHOSPHO1 block: 25; GPR7 antag: 43*; GalR3 antagonist: 11; FID counter: 1; V1R ag counter: 1.1; VIM-2 inh: -4.1; OXTR ag: 1.1; IMP-1 inh: -0.7; HCV NS3 hel inh: -12

What do the screens show for `CCCc1[nH]n(-c2nc3ccccc3s2)c(=O)c1C=NCCN1CCOCC1`?
PHOSPHO1 block: 7; GPR7 antag: -14; GalR3 antagonist: -5; FID counter: -9; V1R ag counter: 0.5; VIM-2 inh: -3.6; OXTR ag: 0.5; IMP-1 inh: -2.0; HCV NS3 hel inh: 12

Next section.
Results for CCn1c(=NC(=O)CN2C(=O)CCC2=O)sc2c(C)cc(C)cc21 ?
PHOSPHO1 block: 7; GPR7 antag: -2; FID counter: 2; VIM-2 inh: 2.9; IMP-1 inh: -2.3; HCV NS3 hel inh: 6

Results for CCc1ccc(Nc2nnc(SC3CCOC3=O)s2)cc1 (stereo not given) ?
PHOSPHO1 block: -33; GPR7 antag: -3; GalR3 antagonist: -3; FID counter: -6; V1R ag counter: -1.2; VIM-2 inh: -2.3; OXTR ag: -1.2; IMP-1 inh: -0.8; HCV NS3 hel inh: 0

How did COc1cc2cc(C(=O)N(C)C3CCS(=O)(=O)C3)[nH]c2cc1OC (stereo not given) do in these assays?
PHOSPHO1 block: 12; GPR7 antag: -5; GalR3 antagonist: 0; FID counter: -5; V1R ag counter: 0.5; VIM-2 inh: 8.1*; OXTR ag: -0.6; IMP-1 inh: -4.9; HCV NS3 hel inh: -6

What do the screens show for `COc1ccc(Cl)cc1NC(=O)CCn1cnc2ccccc2c1=O`?
PHOSPHO1 block: -17; GPR7 antag: -6; GalR3 antagonist: -2; FID counter: -3; V1R ag counter: 0.6; VIM-2 inh: 1.2; OXTR ag: 1.0; IMP-1 inh: 0.4; HCV NS3 hel inh: -10

What do the screens show for `Cn1c(=O)c2[nH]c(-c3cccnc3)nc2n(C)c1=O`?
PHOSPHO1 block: 8; GPR7 antag: -4; GalR3 antagonist: -1; FID counter: 2; V1R ag counter: 1.1; VIM-2 inh: 0.6; OXTR ag: -0.2; IMP-1 inh: -1.0; HCV NS3 hel inh: -5

What do the screens show for `Cc1cc(C)c(C#N)c(N2CCN(Cc3ccc4c(c3)OCO4)CC2)n1`?
PHOSPHO1 block: 0; GPR7 antag: 9; GalR3 antagonist: 0; FID counter: -6; V1R ag counter: -1.1; VIM-2 inh: -1.4; OXTR ag: -1.9; IMP-1 inh: -1.3; HCV NS3 hel inh: -12

Results for COc1ccc(C)cc1N(C)C(=O)Cc1c(C(=O)O)n(C)c2ccccc12 ?
PHOSPHO1 block: 14; GPR7 antag: -4; GalR3 antagonist: 1; FID counter: -34; V1R ag counter: -0.8; VIM-2 inh: 0.8; OXTR ag: -0.6; IMP-1 inh: -1.9; HCV NS3 hel inh: -2

How did COc1ccc(C)cc1NC(=O)CN1C(=O)COc2ccc(S(=O)(=O)N3CCOCC3)cc21 do in these assays?
PHOSPHO1 block: 41; GPR7 antag: 4; GalR3 antagonist: -6; FID counter: -32; V1R ag counter: 0.5; VIM-2 inh: -3.0; OXTR ag: -0.2; IMP-1 inh: -0.7; HCV NS3 hel inh: 0

Results for Cc1cccc(NC(=O)CSc2nnc(C)c(=O)n2N)c1C ?
PHOSPHO1 block: -12; GPR7 antag: 2; GalR3 antagonist: -2; FID counter: -11; V1R ag counter: 0.9; VIM-2 inh: -3.9; OXTR ag: -0.5; IMP-1 inh: -2.4; HCV NS3 hel inh: -12

How did CCc1nc(N)c(C#N)c(-c2ccncc2)c1C do in these assays?
PHOSPHO1 block: -10; GPR7 antag: 13; GalR3 antagonist: -7; FID counter: 0; V1R ag counter: 0.7; VIM-2 inh: -2.0; OXTR ag: 0.3; IMP-1 inh: 0.2; HCV NS3 hel inh: -2

How did CCC(=O)N1CCc2cc(S(=O)(=O)CCC(=O)NCc3ccc(C)cc3)ccc21 do in these assays?
PHOSPHO1 block: 22; GPR7 antag: -14; GalR3 antagonist: -5; FID counter: -29; V1R ag counter: 0.3; VIM-2 inh: -1.6; OXTR ag: -1.3; IMP-1 inh: -1.4; HCV NS3 hel inh: 3

What do the screens show for `Cc1ccc(OCC(=O)N/N=C2\CCOc3c(C)cccc32)cc1`?
PHOSPHO1 block: 42; GPR7 antag: -3; GalR3 antagonist: -7; FID counter: -10; V1R ag counter: 0.5; VIM-2 inh: -3.2; OXTR ag: -0.8; IMP-1 inh: -1.5; HCV NS3 hel inh: 5

What do the screens show for `CCCC(=O)NCCc1cc2cc(C)c(C)cc2[nH]c1=O`?
PHOSPHO1 block: 2; GPR7 antag: -1; GalR3 antagonist: 3; FID counter: -13; VIM-2 inh: -1.4; IMP-1 inh: -1.5; HCV NS3 hel inh: 2

How did Cc1[nH]c2ccccc2c1C(=O)C(=O)N(C)C1CCCCC1 do in these assays?
PHOSPHO1 block: 13; GPR7 antag: 1; GalR3 antagonist: 1; FID counter: -23; V1R ag counter: 0.6; VIM-2 inh: -0.4; OXTR ag: 0.2; IMP-1 inh: -0.6; HCV NS3 hel inh: -1

How did O=C(N/N=C/c1ccccn1)c1c[nH]c2ccccc12 do in these assays?
PHOSPHO1 block: 46; GPR7 antag: -10; GalR3 antagonist: 2; FID counter: -6; V1R ag counter: 0.7; VIM-2 inh: -3.1; OXTR ag: 0.6; IMP-1 inh: -2.5; HCV NS3 hel inh: -2
